PABP1 MLLE inh = blocks PAM2 peptide binding to the PABP1 MLLE domain. P11940. inhibition, % at 20 µM. 360,000 tested, 0.36% active. GST-MLLE / FITC-PAM2 fluorescence polarization; in the data active = inhibition above about 35%, passing the limit was not always enough;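 note: plate controls were DMSO wells with GST-MLLE for no effect and wells lacking GST-MLLE protein for full effect; some results filed as inactive read as strong as hits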
CSN deneddyl inh = inhibitors of human CSN-mediated cullin deneddylation | Q92905 | Purified CSN, SCF-Nedd8-OG deneddylation, fluorescence polarization | inhibition, % at 12.5 µM | 360,000 tested, 0.38% active;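 active = pattern-corrected inhibition above about 35%, with an unprinted fluorescence ratio check between 0.5 and 1.5, limit read from the data, passing the limit was not always enough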;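 note: 0% = enzyme with substrate and 100% = substrate without enzyme; some results filed as inactive read as strong as hits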
Target sequence (Q92905 whole entry, looked up, one chain of several): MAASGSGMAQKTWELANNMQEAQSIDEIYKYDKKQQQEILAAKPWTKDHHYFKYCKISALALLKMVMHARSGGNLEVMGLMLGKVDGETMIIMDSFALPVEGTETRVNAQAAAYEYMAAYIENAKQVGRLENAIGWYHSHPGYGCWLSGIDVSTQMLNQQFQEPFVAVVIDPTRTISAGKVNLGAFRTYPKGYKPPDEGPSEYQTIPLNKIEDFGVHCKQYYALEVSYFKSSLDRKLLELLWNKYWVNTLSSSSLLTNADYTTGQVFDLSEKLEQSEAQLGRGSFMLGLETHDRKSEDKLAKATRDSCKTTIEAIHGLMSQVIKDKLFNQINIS
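Detection – fluorescence polarization · System – HEK293T-derived human Csn5 enzyme · Controls – substrate-only high control, full reaction low control · Timing – 90 min, room temperature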
Neddyl block = inhibitors of human cullin neddylation; TR-FRET cullin neddylation, biochemical; AID 651699; P61081+Q13564; 360,000 tested, 0.58% active; calls only at 25 µM; in the data active = inhibition above about 36%
FAS TE block = inhibitors of human fatty acid synthase thioesterase domain; P49327; recombinant FAS-TE, OMFH fluorogenic substrate, fluorescence endpoint; inhibition, % at 15 µM; 360,000 tested, 0.67% active; AID 602261;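 active = compounds whose normalised, plate-corrected inhibition of enzyme fluorescence in the single-dose primary screen is 50% or more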;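 note: 0% = DMSO with enzyme and 100% = substrate without enzyme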
MsrA inh = bovine MsrA inhibition | purified bovine MsrA, absorbance read-out | inhibition, % at 15.5 µM | 360,000 tested, 0.75% active; in the data active = inhibition above about 4.5%;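 note: 0% = vehicle wells with enzyme and 100% = reference inhibitor wells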
Tb MetRS inh = blocks T. brucei methionyl-tRNA synthetase activity; purified T. brucei MetRS, ATP depletion, Kinase-Glo luminescence; inhibition, % at 11.9 µM; 360,000 tested, 0.4% active;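 active = inhibition above a per-plate cutoff of the control wells' mean inhibition plus 3 SD, cut at about 5.5% in these data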;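 note: 0% = DMSO wells median and 100% = median of wells with control inhibitor compound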
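Dosing: 11.9 µM compound single dose, 0.9% DMSO; Assay system: purified T. brucei MetRS enzyme; Measured by: Kinase-Glo luciferase luminescence reporting remaining unconsumed ATP; Schedule: 15 min plus 2 h at 25 °C.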
MsrA act = activators of bovine methionine sulfoxide reductase A; 360,000 tested, 0.3% active; purified bovine MsrA, absorbance read-out; activation, % at 10.6 µM; AID 602163; in the data active = activation above about 7.5%;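 note: 0% = vehicle and 100% = reference activator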
E coli Lon inh = inhibitors of E. coli Lon protease; P0A9M0; purified E. coli Lon protease, fluorescence polarization; inhibition, % at 7.94 µM; 360,000 tested, 0.42% active; in the data active = inhibition above about 13%, passing the limit was not always enough;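 note: 0% = enzyme with probe and DMSO and 100% = no enzyme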
Target sequence (P0A9M0 whole entry, looked up): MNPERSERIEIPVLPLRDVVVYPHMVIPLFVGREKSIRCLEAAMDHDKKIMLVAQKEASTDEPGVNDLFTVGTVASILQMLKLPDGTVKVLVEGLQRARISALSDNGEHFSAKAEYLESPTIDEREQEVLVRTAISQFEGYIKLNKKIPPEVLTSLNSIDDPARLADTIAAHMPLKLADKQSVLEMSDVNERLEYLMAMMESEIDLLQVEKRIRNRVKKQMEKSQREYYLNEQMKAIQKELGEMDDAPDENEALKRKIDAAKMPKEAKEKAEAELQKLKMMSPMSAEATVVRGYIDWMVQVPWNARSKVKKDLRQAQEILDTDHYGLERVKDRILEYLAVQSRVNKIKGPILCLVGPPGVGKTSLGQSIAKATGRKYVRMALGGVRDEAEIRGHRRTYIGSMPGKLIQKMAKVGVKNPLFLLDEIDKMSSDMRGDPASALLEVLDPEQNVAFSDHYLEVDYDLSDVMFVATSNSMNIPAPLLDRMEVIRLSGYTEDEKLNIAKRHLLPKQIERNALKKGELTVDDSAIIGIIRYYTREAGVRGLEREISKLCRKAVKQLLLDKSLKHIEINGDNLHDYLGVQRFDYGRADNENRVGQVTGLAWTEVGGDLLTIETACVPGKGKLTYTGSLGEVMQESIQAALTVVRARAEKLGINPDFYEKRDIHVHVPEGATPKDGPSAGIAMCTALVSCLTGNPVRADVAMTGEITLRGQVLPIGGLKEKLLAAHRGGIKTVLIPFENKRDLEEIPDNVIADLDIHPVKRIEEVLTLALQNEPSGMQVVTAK
Rin1 Abl inh = human Rin1-Abl interaction inhibition. P00519+Q13671. TR-FRET Rin1/Abl binding, biochemical. inhibition, % at 7.35 µM. 360,000 tested, 0.4% active. AID 588664; in the data active = inhibition above about 5%, passing the limit was not always enough
* = called active by the depositor; i = inactive; / = not tested or not shown; + = active, no number; & = joins results of further samples.

SMILES	PABP1 MLLE inh	CSN deneddyl inh	Neddyl block	FAS TE block	MsrA inh	Tb MetRS inh	MsrA act	E coli Lon inh	Rin1 Abl inh
Cc1ccc(-c2cc(-c3ccc(C)cc3)[n+](-c3ccccc3)c(-c3ccc(C)cc3)c2)cc1	1	2	+	-3	/	0.0	-3	-5	4
CC1CC(C)CN(C(=O)COC(=O)c2cn(C)c3ccccc23)C1 (configuration not stated)	20	4	i	3	-0.7	-0.3	0	-16	-4
C[C@]12CCC3C(CC[C@@H]4C[C@@H](O)CC[C@]34C)C1CC[C@@H]2O (some centres not stated)	5	0	i	-4	0.8	0.0	0	3	-1
COC(=O)C1=C(c2cc3ccccc3o2)C[C@@H]2CC[C@H]1N2C(=O)NCc1ccc(C(F)(F)F)cc1	-8	-2	i	28	-0.2	0.1	5	2	0
c1cc(C2N3CCCN2CC3)ccn1 (configuration not stated)	5	2	i	-4	-0.5	0.0	-1	-2	4
CCNCC(O)c1cccc(O)c1 (configuration not stated)	-5	-3	i	-4	-0.3	-0.6	1	3	-1
O=C1NC(=O)C2(Cc3c(nc4ccccn4c3=O)N3CCCCCC32)C(=O)N1Cc1ccccc1 (configuration not stated)	8	4	/	14	1.1	-0.4	-4	-11	-3
c1cc2c(cc1N1CCCCC1)CNCc1cnnn1-2	13	-3	i	-15	-0.6	-0.7	-4	10	5
O[C@H]1C2CCC1C(N1CCCCC1)CC2 (some centres not stated)	-30	3	i	-5	1.0	-0.4	0	0	-1
COC(=O)C1=C(c2c(C)noc2C)C[C@@H]2CC[C@H]1N2C(=O)NCc1ccc2c(c1)OCO2	8	-1	i	-8	2.3	-0.2	-2	0	-1
CCC(C)NS(=O)(=O)c1ccc(OCC(=O)N2CCN(CC)CC2)cc1 (configuration not stated)	6	7	i	-11	1.0	-0.1	-3	-1	1
CSc1ccc(CN2CCN(C(=O)COc3cccc(C)c3)CC2)cc1	-10	1	i	8	-1.1	-0.7	-12	-2	-3
CN1CCN(c2nc3c(c(=O)[nH]2)CCC3)CC1	8	-6	i	-4	-0.1	-0.2	-4	-2	-1
Nc1ccc(Cl)cc1C(=O)c1ccccc1Cl	-11	-5	i	7	0.4	0.7	-2	-7	-2
C[C@]12CC[C@H](N)CC1=CCC1C2CC[C@@]2(C)C1CC[C@@H]2O (some centres not stated)	-5	3	i	0	0.5	-0.3	-1	-6	3
CCC(=NCC1CCCO1)c1c(O)n(Cc2ccccc2)c(=O)[nH]c1=O (configuration not stated)	14	0	i	-7	1.8	-1.1	-13	-18	-2
CCC(=O)N1CC(=O)Nc2ccc(F)cc2C1c1ccc(F)cc1 (configuration not stated)	20	0	i	-3	0.3	-0.3	0	-5	-1
CC(C)(C)C(=O)O[C@H]1CC[C@@]2(C)C(=CC(=O)C3C2CC[C@]2(C)C(=O)[C@@H](F)CC32)C1 (some centres not stated)	-17	-2	i	12	0.3	-0.2	-3	-2	4
CN1C(C(=O)N2CCC3(CC2)OCCO3)=CC(c2ccc(F)cc2)=NS1(=O)=O	4	-4	i	1	1.1	0.2	2	-4	-1
CN(C)C(=O)Oc1cccc(NC(=O)N2CCOCC2)c1	8	-5	i	-5	0.6	-0.2	4	1	-1
O=C(O)[C@H]1C[C@@H]1[C@H](NP(=O)(c1ccccc1)c1ccccc1)c1ccccc1	17	1	i	-10	-1.1	0.2	-9	-3	4
COC(=O)C12OCC34C(CC5C(C)=C(O)C(=O)CC5(C)C3C(O)C1O)OC(=O)C(OC(=O)/C=C(\C)C(C)C)C24 (configuration not stated)	5	3	i	-6	1.1	-0.5	1	-5	3
CN1CCC2(CC1)c1ccccc1-c1ccccc12	1	-1	i	-4	-0.1	-0.3	-13	-3	3
c1ccc2c(c1)[IH]c1ccccc1-2	4	-4	i	-2	85*	0.4	-10	-2	-8
CN(C)CC1CCCCC1OC(=O)Cc1ccc(Cl)c([N+](=O)[O-])c1 (configuration not stated)	-139	4	i	2	-1.3	-0.5	-3	2	0
c1ccc2c(CCN3CCCCC3)c[nH]c2c1	-7	0	i	-5	1.3	-0.9	-9	4	4
COc1ccc(-c2nc3ccccc3c(=O)o2)cc1	15	4	i	4	-0.3	-0.5	3	-7	4
CN(C)C(=O)Nc1cccc(OC(=O)N(C)C)c1	3	-1	i	-8	0.6	-0.3	-1	4	3
Cc1oc2ccc(OC(=O)N(C)C)cc2c1C(=O)OC(C)C	-7	1	i	-14	-0.6	-1.6	-14	-7	-5
O=C(C1CC(=O)N(c2ccc(F)c(Cl)c2)C1)N1CCC2(CC1)OCCO2 (configuration not stated)	5	2	i	10	1.3	0.5	-2	-2	-3
Cc1cccc2c1=NC(=O)/C(=C/c1c(O)[nH]c(=O)[nH]c1=O)C=2	21	-6	i	-14	0.8	-1.2	-7	3	2
Cc1ccccc1C1=NCC(=S)Nc2ccc(Cl)cc21	31	-2	i	2	-0.5	-0.6	-1	2	-1
N#CC12c3ccccc3C(=O)N1Cc1cnnn1-c1ccccc12 (configuration not stated)	6	5	i	-2	1.3	-1.1	-8	-4	1
C[C@]12CCC3C(CCC4=CC(O)CC[C@@]43/C=N/O)C1(O)CCC2C1=CC(=O)OC1 (some centres not stated)	-13	4	i	0	-0.4	-1.5	-7	3	-1
O=c1[nH]c(=O)n(Cc2ccco2)c(O)c1C=NCCN1CCOCC1	-43	13	i	-7	0.1	0.4	1	-33	-2
N#C/C(N)=C(/N)C#N	-8	-4	i	-4	1.2	-0.3	-4	0	3
CN(C)P1(N(C)C)=Nc2c(c(N)nn2C)C(c2ccccc2)=N1	-7&5	-1&3	i	-7&-9	1.4&0.3	-0.5&-0.7	-8&-1	5&-2	1&2
CCCCC12CNCC(C)(CNC1)C2=O	-8	3	i	-6	-0.8	-1.0	-12	1	-1
COP(=O)(OC)C(NC(=O)c1ccc(C)cc1)C(Cl)(Cl)Cl (configuration not stated)	-3	5	i	1	1.9	-0.7	-4	-1	-3
COC(=O)C1=C(c2ccc(F)cc2F)C[C@@H]2CC[C@H]1N2C(=O)N1CCC(C)CC1	5	-3	i	0	0.3	-0.1	-1	-10	1
O=C1NC(=O)C2(Cc3ccccc3N3CCCC32)C(=O)N1 (configuration not stated)	20	-5	i	-6	1.2	0.4	-3	-2	1
C[N+](C)(C)CCOC(=O)CBr	-5	2	i	-3	0.1	-0.7	-1	-2	-3
OC1(c2cccnc2)CC2CCC(C1)N2Cc1nnnn1Cc1ccccc1 (configuration not stated)	-5	-2	i	-7	1.8	-0.8	-2	-6	-4
CCC(C)C1NC(=O)C(NC(=O)C(CC(C)C)N(C)C(=O)C2CCCN2C(=O)C(C)O)C(C)OC(=O)C(Cc2ccc(OC)cc2)N(C)C(=O)C2CCCN2C(=O)C(CC(C)C)NC(=O)[C@H](C)C(=O)[C@H](C(C)C)OC(=O)CC1O (some centres not stated)	11	1	i	8	1.0	-0.4	-1	-1	1
Cn1cccc1/C=C1/C(=O)NC(=O)N(Cc2ccc(F)cc2)C1=O	-20	0	i	-6	-1.5	-0.2	-2	-37	1
CC(=O)OC1CCC2(C)C3CCC4(C)C(OC(C)=O)CCC4C3C(C)C2(O)C1 (configuration not stated)	6	3	i	5	-0.1	-0.5	1	2	1
COC(=O)C1=C(c2ccccc2)C[C@@H]2CC[C@H]1N2C	-2	2	i	-5	-0.8	-0.2	-4	-1	4
CN1OC[C@@H]2COc3ccc4ccccc4c3[C@@H]21	5	6	i	-2	1.6	0.8	-2	-5	1
CC1CC2(C)C(=CC1=O)CCC1C3CCC(C)(O)C3(C)CC3OC312 (configuration not stated)	6	2	i	-5	-1.0	0.2	-1	0	1
Cc1nc2ccc(N3CCN(C)CC3)cc2nc1C	17	-1	/	-1	0.7	-1.1	-9	7	3

Record cards (already shown). Order of values: PABP1 MLLE inh | CSN deneddyl inh | Neddyl block | FAS TE block | MsrA inh | Tb MetRS inh | MsrA act | E coli Lon inh | Rin1 Abl inh
C[N+](C)(C)CCOC(=O)CBr is entered as -5 | 2 | i | -3 | 0.1 | -0.7 | -1 | -2 | -3
Cc1nc2ccc(N3CCN(C)CC3)cc2nc1C is entered as 17 | -1 | / | -1 | 0.7 | -1.1 | -9 | 7 | 3
Cn1cccc1/C=C1/C(=O)NC(=O)N(Cc2ccc(F)cc2)C1=O is entered as -20 | 0 | i | -6 | -1.5 | -0.2 | -2 | -37 | 1
COC(=O)C1=C(c2ccccc2)C[C@@H]2CC[C@H]1N2C is entered as -2 | 2 | i | -5 | -0.8 | -0.2 | -4 | -1 | 4
CCC(C)C1NC(=O)C(NC(=O)C(CC(C)C)N(C)C(=O)C2CCCN2C(=O)C(C)O)C(C)OC(=O)C(Cc2ccc(OC)cc2)N(C)C(=O)C2CCCN2C(=O)C(CC(C)C)NC(=O)[C@H](C)C(=O)[C@H](C(C)C)OC(=O)CC1O (some centres not stated) is entered as 11 | 1 | i | 8 | 1.0 | -0.4 | -1 | -1 | 1

(further entries)
SMILES	PABP1 MLLE inh	CSN deneddyl inh	Neddyl block	FAS TE block	MsrA inh	Tb MetRS inh	MsrA act	E coli Lon inh	Rin1 Abl inh
Cc1ncc(CN2CCCC(C(=O)c3cccc(Cl)c3)C2)s1 (configuration not stated)	-5	1	i	0	1.1	-0.4	-5	-6	0
Cc1ccc(N2C(=O)NC(=O)/C(=C\c3ccc(N4CCOCC4)cc3)C2=O)cc1	-6	-8	i	-7	3.1	-0.4	-9	-37	3
Cc1cccc(CN2CCN(CC(=O)N3CCC4(CC3)OCCO4)C2=O)c1	-14	-1	i	-9	-0.3	-0.4	-1	-5	7
COc1ccc(NP(=O)(Oc2ccccc2OC)Oc2ccccc2OC)cc1	-8	4	i	5	-0.6	-0.6	-3	4	-2
Cc1cc(OC(C)C(=O)NCc2ccncc2)c2c3c(c(=O)oc2c1)CCC3 (configuration not stated)	14	-3	/	0	-0.1	-0.2	-4	-2	-3
Cc1cc(-c2ccc(N)c(C)c2)ccc1N	5	5	i	-2	0.3	-0.6	-1	4	-1
COc1ccc(C(=O)CC(c2ccc(OC)c(OC)c2)c2c(O)c3ccccc3oc2=O)cc1OC (configuration not stated)	11	1	i	-6	2.3	-0.3	-5	-9	3
C=CCn1c(O)c(C=NCCN2CCOCC2)c(=O)[nH]c1=S	-9	2	i	-2	4.5	-1.4	-13	9	4
CCCCc1nc2ccccc2c(=O)n1-c1ccc(Cl)cc1[N+](=O)[O-]	7	1	i	14	1.3	-0.3	0	-4	-2
CC(=O)C1C(N2CC2)CC2C3CC=C4CC(O)CCC4(C)C3CCC21C (configuration not stated)	-7	1	i	-3	0.4	0.2	-2	-15	7

Given as comma-separated lines: two of the compounds above.
smiles,PABP1 MLLE inh,CSN deneddyl inh,Neddyl block,FAS TE block,MsrA inh,Tb MetRS inh,MsrA act,E coli Lon inh,Rin1 Abl inh
CCCCC12CNCC(C)(CNC1)C2=O,-8,3,i,-6,-0.8,-1.0,-12,1,-1
COP(=O)(OC)C(NC(=O)c1ccc(C)cc1)C(Cl)(Cl)Cl (configuration not stated),-3,5,i,1,1.9,-0.7,-4,-1,-3

New compounds follow:
SMILES	PABP1 MLLE inh	CSN deneddyl inh	Neddyl block	FAS TE block	MsrA inh	Tb MetRS inh	MsrA act	E coli Lon inh	Rin1 Abl inh
CC(=O)O/C(=C1\CC2C3CC=C4CC(OC(C)=O)CCC4(C)C3CCC2(C)C1=O)C(F)(F)F (configuration not stated)	21	-2	i	16	-0.2	-0.1	-1	-4	5
O=C1NCN(c2ccccc2)C12CCN(C(c1ccccc1)c1nnnn1Cc1ccccc1)CC2 (configuration not stated)	18	4	i	11	0.9	-0.3	1	1	2
C=CCn1c(O)c(C(CC)=Nc2ccc(NC(C)=O)cc2)c(=O)[nH]c1=O	0	-2	i	-2	-0.2	-0.7	-6	9	-1
CCN1C[C@]2(COC)CC[C@H](OC)[C@@]34C5C[C@H]6C(=O)C5[C@](O)(C[C@H]6OC)[C@@](O)(C(OC)C23)[C@@H]14 (some centres not stated)	1	3	i	-7	-0.2	1.3	0	-1	3
CCCCCn1c(=O)c(C(=O)NCc2ccncc2)c(O)c2ccccc21	7	8	i	2	1.0	-0.4	0	2	-1

These rows are one share of the data; the hit share may differ from the screen's.
